Source: PubChem (National Center for Advancing Translational Sciences (NCATS))
PLK1 PBD inh: qHTS for Inhibitors of PLK1-PDB (polo-like kinase 1 - polo-box domain): Primary Screen. Serine/threonine-protein kinase PLK1 (Homo sapiens), P53350. Plk1 PBD binding of FITC phosphopeptide, fluorescence polarization. Potency, µM, inactives show max response, negative = inhibition, most hits filed as inhibitors. 2.8% of 360,000 active; also: potency is read from the fitted curve at half-maximal effect; series mostly up to about 57 µM; % is scaled to controls: 0 for no effect and ±100 for the full control effect; nearly all actives have a fitted effect of over 65% in size
WRN helicase inh: qHTS for Inhibitors of WRN Helicase; 0.46% of 360,000 active; WRN helicase unwinding, fluorescent forked duplex, kinetic; Bifunctional 3'-5' exonuclease/ATP-dependent helicase WRN (Homo sapiens), Q14191; AID 651768, 2012; Potency, µM (highest dose often 114 µM), inactives show at the highest dose activity change, negative = inhibition, most hits filed as inhibitors; also: potency is read from the fitted curve at half-maximal effect; % is scaled to controls: 0 for no effect and ±100 for the full control effect; nearly all actives have a fitted effect of over 55% in size
Target sequence (Q14191 whole entry, looked up): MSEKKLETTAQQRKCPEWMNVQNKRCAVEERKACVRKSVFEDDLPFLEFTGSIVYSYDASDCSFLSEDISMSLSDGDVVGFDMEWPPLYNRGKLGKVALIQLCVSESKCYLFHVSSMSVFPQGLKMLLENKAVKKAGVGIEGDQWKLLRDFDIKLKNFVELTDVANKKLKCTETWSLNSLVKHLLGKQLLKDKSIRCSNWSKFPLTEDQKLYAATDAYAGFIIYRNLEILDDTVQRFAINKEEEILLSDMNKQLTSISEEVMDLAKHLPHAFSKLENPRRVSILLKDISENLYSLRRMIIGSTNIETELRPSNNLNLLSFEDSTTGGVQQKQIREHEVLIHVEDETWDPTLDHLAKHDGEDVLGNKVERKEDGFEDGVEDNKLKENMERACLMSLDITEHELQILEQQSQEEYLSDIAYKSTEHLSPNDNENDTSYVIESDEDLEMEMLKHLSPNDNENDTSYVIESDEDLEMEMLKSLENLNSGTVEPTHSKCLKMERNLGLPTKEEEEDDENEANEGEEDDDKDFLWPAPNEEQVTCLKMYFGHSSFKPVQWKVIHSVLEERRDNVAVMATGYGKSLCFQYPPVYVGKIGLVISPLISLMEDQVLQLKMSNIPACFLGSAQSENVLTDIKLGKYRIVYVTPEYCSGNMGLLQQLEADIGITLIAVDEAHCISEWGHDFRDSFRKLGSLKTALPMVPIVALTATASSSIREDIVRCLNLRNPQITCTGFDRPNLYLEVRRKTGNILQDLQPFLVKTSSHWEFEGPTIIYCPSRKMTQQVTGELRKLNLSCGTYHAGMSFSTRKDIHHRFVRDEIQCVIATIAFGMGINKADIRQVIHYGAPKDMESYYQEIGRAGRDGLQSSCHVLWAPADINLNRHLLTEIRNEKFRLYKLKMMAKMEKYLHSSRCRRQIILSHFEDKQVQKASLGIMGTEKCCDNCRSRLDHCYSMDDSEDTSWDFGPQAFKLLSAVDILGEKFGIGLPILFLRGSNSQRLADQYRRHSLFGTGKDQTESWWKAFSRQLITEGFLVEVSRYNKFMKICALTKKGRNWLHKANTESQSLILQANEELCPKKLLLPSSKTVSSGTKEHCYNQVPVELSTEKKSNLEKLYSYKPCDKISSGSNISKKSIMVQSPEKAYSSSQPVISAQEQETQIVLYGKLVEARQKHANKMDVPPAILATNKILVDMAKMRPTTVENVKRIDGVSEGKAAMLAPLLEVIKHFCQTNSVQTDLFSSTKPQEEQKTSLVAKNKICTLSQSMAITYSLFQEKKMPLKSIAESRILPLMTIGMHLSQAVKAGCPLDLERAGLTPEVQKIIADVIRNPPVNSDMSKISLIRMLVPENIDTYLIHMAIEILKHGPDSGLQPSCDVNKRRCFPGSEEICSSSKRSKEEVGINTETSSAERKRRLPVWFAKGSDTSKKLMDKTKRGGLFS
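WRN at 20 nM final preincubated with compound 15 min at room temperature; reaction started with 100 nM fluorophore/quencher forked duplex oligonucleotide and 2 mM ATP final. Unwinding followed kinetically by red fluorescence (ex 525, em 598 nm).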
CCT modulator: High-Throughput Screening for Modulators of Cytosolic Chaperonin Activity; purified chaperonin ATPase assay, HTRF ADP detection, 30 min; 0.3% of 360,000 active; activity change, % (test concentration not listed), hits read low; AID 651819, 2012; in the data active = activity change below about -30%; also: % is scaled to controls: 0 for no effect and ±100 for the full control effect
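TRiC (40 or 20 nM final, by batch activity) in 30 mM Tris pH 7.4, 100 mM KCl, 5 mM MgCl2, 1 mM DTT was treated with compound at 76 uM single dose, then 10 uM ATP, 30 min at 37 °C. ADP was read by HTRF Transcreener.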
EPAC1 ag: qHTS for Agonist of cAMP-regulated guanine nucleotide exchange factor 3 (EPAC1): primary screen; Rap guanine nucleotide exchange factor 3 (Homo sapiens), O95398; EPAC1 agonist qHTS, biochemical assay; response scale: 100% = response to 6.5 mM cAMP; Potency, µM (highest dose often 154 µM), for the others: at the highest dose activation, actives largely listed as activators; 0.073% of 360,000 active; AID 720707, 2013; also: potency is read from the fitted curve at half-maximal effect; nearly all actives have a fitted effect of over 60% in size
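Nucleotide exchange assay: 100 nM EPAC1 with 250 nM Rap1B loaded with BODIPY-GDP and 50 uM GDP, room temperature. Fluorescence (480/540 nm) read every 5 min for 30 min; signal change normalized to 6.5 mM cAMP as full agonist.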
EPAC1 antagonist: qHTS for Antagonist of cAMP-regulated guanine nucleotide exchange factor 3 (EPAC1): primary screen | 0.14% of 360,000 active | Rap guanine nucleotide exchange factor 3 (Homo sapiens), O95398 | Potency, µM (series often up to 115 µM), inactives show top-dose activity change, negative = inhibition, hits mostly inhibitors | EPAC1 GEF assay, Rap1b-BODIPY-GDP exchange fluorescence;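 also: potency is read from the fitted curve at half-maximal effect; plate controls were vehicle for no effect and positive control for full effect; nearly all actives have a fitted effect of over 50% in size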
IL-2 act: qHTS of IL-2 Activators; IL-2 activation reporter assay, cell-based qHTS; stimulated with anti-CD3/CD4/CD28 beads; in transgenic mouse T cells; activation, % (series mostly up to about 46 µM); 0.065% of 360,000 active; AID 652025, 2013; in the data active = activation above about 50%; inconclusive = mostly about 30% to 49%; also: 0% is about no effect
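First, unstimulated transgenic mouse T cells were exposed to compound for 60 min. Next, anti-CD3/anti-CD4-coated beads with anti-CD28 were added. Finally, after 18 h at 37 degrees C, EGFP and DsRed were imaged.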
PI5P4K alpha inh: qHTS for Inhibitors of phosphatidylinositol 5-phosphate 4-kinase (PI5P4K); PI5P4Kalpha enzyme, ADP-Glo luminescence, 60 min; hits give low values; max response, %; 1.2% of 330,000 active; active = max response of -50% or lower; inconclusive = between -30% and -50%; inactive = -30% or higher; also: value at the top dose of about 77 µM; % is scaled to controls: 0 for no effect and ±100 for the full control effect
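Single end-point luminescence (ADP-Glo) quantified ADP from PI5P4Kalpha turnover; ATP 5 microM final, 1 h at RT, 0.1% CHAPS and 0.28 mM EGTA in HEPES pH 7.4.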
EPAC2 agonist: qHTS for Agonist of cAMP-regulated guanine nucleotide exchange factor 4 (EPAC2): primary screen; EPAC2 activation, biochemical qHTS; response scale: 100% = 6.5 mM cAMP response; Potency, µM (highest dose often 154 µM), for inactives: top-dose activation, hits mostly activators; 0.079% of 360,000 active; also: potency is read from the fitted curve at half-maximal effect; nearly all actives have a fitted effect of over 50% in size
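Exchange assay: 100 nM EPAC2 with 250 nM Rap1B-BODIPY-GDP and 50 uM GDP. Fluorescence (ex 480/em 540 nm) read every 5 min for 30 min at room temperature. Data normalized to 6.5 mM cAMP as agonist control.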
* hit, by the source's call; ? = inconclusive; / = not tested or not shown; [ ] = another dose, or the depositor's remark. Unless noted, calls follow the shape of the dose curve; as a rule, active = well fitted curve in the direction sought with a large enough effect; inconclusive = small, poorly fitted or top-dose-only effect, or another doubt; inactive = no such curve, though single readings can be large; an effect the other way counts as inactive or inconclusive.

SMILES | PLK1 PBD inh | WRN helicase inh | CCT modulator | EPAC1 ag | EPAC1 antagonist | IL-2 act | PI5P4K alpha inh | EPAC2 agonist
COc1ccc(C2(O)CCN(C(=O)Cc3cccnc3)CC2)cc1 | -1% | -1% | 1.4 | 4% | -26% | -0.3 | 2 | 0%
CC1CCCC(C)N1/N=C/c1ccc(O)cc1 (stereo unspecified) | -8% | 0% | -1.2 | 4% | -1% | -0.2 | 3 | 5%
Cc1cc(C)nc(N/N=C/c2c(C)oc3ccccc23)n1 | -5% | -10% | 4.0 | 3% | 13% | -0.3 | 1 | 5%
Cc1cc(NS(=O)(=O)c2cn(C)nc2C)no1 | -11% | 4% | -1.9 | 13% | 6% | -3.4 | 1 | 9%
CCC1CCCCN1C(=O)N[C@@H](Cc1ccccc1)C(=O)O (stereo partly specified) | 0% | -5% | -0.5 | 4% | 1% | -0.2 | / | 0%
CCCCN(C(C)=O)c1c(CC)nc2ccc(C(=O)Nc3cccc(OCC(=O)N(C)C)c3)cn12 | -6% | 3% | 0.9 | -18% | -18% | -0.5 | -4 | 9%
CCCCCCCC(=O)Nc1cc(C(=O)NCc2ccc(C)cc2)ccc1N1CCC2(CC1)CC(c1cccc(Br)c1)=NO2 | -2% | 3% | -0.8 | 7% | 1% | -0.4 | -1 | 1%
CC1=CC(c2ccccc2)n2nnnc2N1 (stereo unspecified) | -7% | 3% | 0.6 | -4% | 1% | -0.6 | 1 | 4%
O=C(Nn1cnnc1)c1ccncc1 | -3% | 12% | 0.0 | 2% | 5% | 1.3 | / | 8%
COC(=O)c1cccc(NC(=O)c2cc(OC)c(OC)c(OC)c2Br)c1 | -3% | -4%[57.1 µM] | 0.1 | 5% | 1% | 5.2 | 0 | 3%
Cc1cc(C)cc(NC(=S)NC(=O)CCN2C(=O)c3ccccc3C2=O)c1 | -13% | -15% | 1.8 | 7% | 15% | -0.6 | 3 | 13%
O=C(NCCO)c1scc2c1OCCO2 | 0% | -8% | -1.0 | 1% | -5% | -0.8 | 0 | 3%
O=C(Nc1ccc(S(=O)(=O)N2CCCCC2)cc1)c1ccc(CN2CCOCC2)cc1 | -14% | -6% | -0.1 | 15% | -11% | -2.5 | / | 6%
CCOc1ccc(CCNC(=O)c2cnc(C)cn2)cc1OCC | 3% | 5% | -2.4 | 14% | 23% | -1.6 | 2 | 10%
Cc1cc(C(=O)NNC(=O)c2ccc(Cl)cc2)c2ccccc2n1 | -15% | 4% | -8.8 | 3% | -3% | 0.1 | -11 | 9%
O=C(CSc1nnc(-c2ccccn2)n1Cc1ccco1)c1ccc(-c2ccccc2)cc1 | -24% | -23% | 0.7 | 7% | -12% | 0.1 | / | 15%
O=C1CSC(c2cccnc2)N1CC1CC1 (stereo unspecified) | ? | 7% | 0.5 | 1% | 0% | 0.7 | -1 | 5%
CCC(=O)N1c2ccccc2NC2=C(C(=O)CCC2)C1c1cccnc1 (stereo unspecified) | -5% | 0% | -0.6 | 6% | -7% | 1.2 | 2 | -2%
COc1ccccc1NC(=O)CSc1nnnn1Cc1ccccc1 | -6% | -13% | -5.9 | 4% | -6% | 1.8 | / | 13%
CC=CCn1c(SCc2ccccc2)nc2c1c(=O)[nH]c(=O)n2C | 27µM* | -9% | 0.0 | -4% | -9% | -0.9 | -58* | 3%
O=C(NC1CCN(S(=O)(=O)c2ccc(F)cc2)CC1)c1ccc(F)cc1 | -7% | -1% | -0.8 | 5% | 13% | 0.8 | -4 | 8%
C/C(NC(=O)c1ccccc1F)=C1\C(=O)C[C@@H]2[C@H]1C2(C)C | -3% | -18% | -2.5 | 2% | -1% | -4.1 | 3 | 14%
Cc1c(NC(=O)CSCc2c(F)cccc2Cl)c(=O)n(-c2ccccc2)n1C | 5% | -3%[57.1 µM] | -3.6 | 1% | -15% | -1.4 | 3 | 6%
CC(=O)c1ccc(N2CCN(S(=O)(=O)c3cccc4nonc34)CC2)cc1 | -7% | -1% | -1.1 | 4% | -3% | 1.2 | 1 | 3%
CC(=O)Cn1cnc2c(cnn2-c2ccc(C)c(C)c2)c1=O | -2% | -7%[57.1 µM] | -0.3 | 6% | 7% | -0.4 | 3 | 5%

Remaining list, next part.
SMILES | PLK1 PBD inh | WRN helicase inh | CCT modulator | EPAC1 ag | EPAC1 antagonist | IL-2 act | PI5P4K alpha inh | EPAC2 agonist
CCOC(=O)CSc1nnc(Cn2c(=O)sc3ccccc32)n1-c1ccccc1C | -6% | -2% | 0.7 | 0% | -6% | -0.5 | -3 | 6%
COc1ccc(C(=S)N2CCOCC2)cc1OS(=O)(=O)c1ccc(Br)cc1 | -19% | -8% | 0.4 | 7% | -23% | -1.3 | -11 | 11%
CN(C)CCNc1c2c(nc3nnnn13)CCCC2 | 1% | -8%[57.1 µM] | 2.6 | 0% | -2% | -2.3 | 3 | -3%
CCOC(=O)c1c(C)[nH]c(C(=O)CN2C(=O)NC(C)(c3ccc4ccccc4c3)C2=O)c1C (stereo unspecified) | 2% | -6% | -3.4 | 21% | -7% | 0.7 | / | 6%
O=C(CNS(=O)(=O)c1ccccc1)OCC(=O)c1c[nH]c2ccccc12 | 10% | 0% | 3.4 | 8% | -11% | 1.9 | -5 | -4%
COc1ccc(-c2cnc(NCc3cc4c(cc3[N+](=O)[O-])OCO4)n2C)cc1 | -1% | -10% | -8.9 | -2% | -13% | 0.6 | -6 | 6%
O=C(O)c1ccc(/C=N/N2CCN(Cc3cccc4ccccc34)CC2)cc1 | -7% | 1% | -1.9 | 6% | 27% | 6.1 | 1 | -1%
N/C(=N\OC(=O)c1ccc(Br)o1)c1cccnc1 | -11% | 6% | 1.8 | -6% | ? | -0.1 | 0 | 5%
Cc1ccc(N2C(=O)CC(Sc3ncn[nH]3)C2=O)cc1C (stereo unspecified) | 30µM* | -5% | 1.0 | -7% | -8% | -0.9 | 0 | 1%
O=c1c(-c2ccc(Oc3ccccc3)cc2)[n+]([O-])c2ccccc2n1OCc1ccccn1 | -11% | 0% | 1.7 | -1% | 17% | 1.1 | -14 | 6%
COc1cccc(/C=C2\SC(=O)N(CCC(=O)N3CCCCC3CCO)C2=O)c1 (stereo unspecified) | -6% | -9% | 0.4 | 2% | -1% | -2.4 | 6 | 12%
CCC(C)(C(=O)NC1CCCCC1)N(C(=O)c1ccccn1)c1ccccc1 (stereo unspecified) | 0% | 9% | -3.2 | 5% | 17% | -1.1 | / | 2%
Cc1ccc2c(c1)nnn2C1CCN(CC(=O)Nc2ccccc2N2CCOCC2)CC1 | -8% | -7% | -3.6 | 20% | -11% | -3.4 | / | 3%
Cc1ccc(C)c(N2CCN(C(=O)CCS(=O)(=O)c3ccc4c(c3)NC(=O)C(C)S4)CC2)c1 (stereo unspecified) | -15% | 7% | -5.5 | 15% | -9% | -0.6 | 2 | 7%
CC(=O)c1cc(C(=O)N2CCCC(CCC(=O)N(C)CCc3ccccn3)C2)cs1 (stereo unspecified) | -3% | -6% | -2.4 | 1% | 12% | -1.1 | 3 | 3%
CCOc1ccc(-n2cc(C(=O)Nc3cccc(C)n3)c3cc(OC)c(OC)cc3c2=O)cc1 | -12% | -7% | -3.0 | 4% | 0% | -1.5 | 5 | 7%
Cc1ccc(NS(=O)(=O)c2ccc(C(=O)N3CCCCCC3)cc2)cc1 | 6% | 2% | -1.8 | -5% | 2% | -5.0 | -8 | 8%
CCOc1cc(/C=C2\N=C(C)OC2=O)cc(Br)c1OCC(=O)OC | ? | -4% | -1.6 | 9% | 3% | 0.5 | / | 13%
COc1ccccc1CCCNC(=O)C1CCC(=O)N(CCCN2CCCC2=O)C1 (stereo unspecified) | 2% | 0% | -3.5 | -14% | 5% | -3.6 | 1 | -6%
COC(=O)c1[nH]c2ccccc2c1NC(=O)CN1CCN(c2cccc(Cl)c2)CC1 | -3% | -23%[57.1 µM] | -1.1 | 2% | -17% | -3.1 | 1 | 8%
COC(=O)CCCC(=O)N(C)CC1CCCN(CCc2ccccc2C)C1 (stereo unspecified) | 4% | 2%[57.1 µM] | -2.2 | -14% | -6% | -1.8 | -1 | 3%
CC(C)c1ccc(NC(=O)C[n+]2ccn(C3=C([O-])c4ccccc4C3=O)c2)cc1 | -16% | -28% | -0.1 | 7% | -7% | 0.7 | -8 | 1%
Cc1cc(C(=O)OCC(=O)N(CC(C)C)c2c(N)n(Cc3ccccc3)c(=O)[nH]c2=O)c(C)o1 | 4% | -1% | 1.3 | 2% | 1% | 0.5 | -3 | -3%
Cc1cccc(Oc2ncc(-c3ccc(Cl)cc3)cn2)c1 | -6% | -28% | -1.3 | 7% | -18% | -0.2 | 3 | -3%
COc1ccc(Cl)cc1-c1n[nH]c(=S)n1C | -12% | 2% | 1.8 | 3% | 2% | -0.2 | -15 | 5%
COc1ccc2c(c1)cc(C(=O)O)n2C | -10% | 10% | -0.2 | 1% | -1% | -1.1 | / | 2%
CCOC(=O)C1=C(COc2ccccc2)NC(=O)NC1c1cccc([N+](=O)[O-])c1 (stereo unspecified) | -4% | -13%[11.6 µM] | 0.5 | 13% | -2% | 0.2 | 8 | 10%
CCOc1cc(/C=N/Nc2cc(C)nc(-n3nc(C)cc3C)n2)ccc1O | -3% | -14% | -1.2 | 4% | 2% | -2.6 | 7 | -5%
CC(C)(C)C(=O)Nc1ccc(C(=O)N/N=C/c2ccccc2OC(=O)c2ccccc2)cc1 | 2% | -5% | -2.8 | -4% | -14% | -0.1 | 8 | 10%

Ordered by heavy-atom count (ascending): 3 of the compounds above.
SMILES | PLK1 PBD inh | WRN helicase inh | CCT modulator | EPAC1 ag | EPAC1 antagonist | IL-2 act | PI5P4K alpha inh | EPAC2 agonist
COc1ccc(Cl)cc1-c1n[nH]c(=S)n1C | -12% | 2% | 1.8 | 3% | 2% | -0.2 | -15 | 5%
COc1ccc(-c2cnc(NCc3cc4c(cc3[N+](=O)[O-])OCO4)n2C)cc1 | -1% | -10% | -8.9 | -2% | -13% | 0.6 | -6 | 6%
CCOC(=O)C1=C(COc2ccccc2)NC(=O)NC1c1cccc([N+](=O)[O-])c1 (stereo unspecified) | -4% | -13%[11.6 µM] | 0.5 | 13% | -2% | 0.2 | 8 | 10%

An excerpt, so the mix of outcomes need not match the whole.
